BoNT A protease: BoNT/A light chain protease inhibitors, primary screen, biochemical, flow cytometry, MLPCN library | inhibition, % at 10 µM | multiplex microsphere protease substrate cleavage | 360,000 compounds, 0.17% hits; in the data active = inhibition above about 30%; inconclusive = no clear call, values can overlap the other calls; note: plate controls were buffer without enzyme for full effect and enzyme alone for no effect
Mtb BioA inh: M. tuberculosis BioA enzyme inhibitors, primary screen, biochemical, plate reader, single point, HTS | purified M. tuberculosis BioA enzyme | inhibition, % at 9.99 µM | 360,000 compounds, 0.096% hits | AID 602481, 2012; in the data active = inhibition above about 40%; inconclusive = no clear call, values can overlap the other calls
GDH-TPI inh: GDH-TPI coupling enzyme inhibitors, primary screen, artefact control for M. tuberculosis FBA inhibitor project, biochemical, absorbance, full deck; GDH-TPI coupled enzyme counterscreen, NADH absorbance; inhibition, % at 4.8 µM; 360,000 compounds, 1.2% hits; AID 588335, 2011;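 note: 0% = DMSO wells and 100% = wells lacking the enzyme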
PrPC surface inh: inhibitors of human cell surface prion protein PrPC, primary screen, cell-based, TR-FRET. inhibition, % at 13.8 µM. AID 720596, 2013. TR-FRET read-out. Major prion protein (Homo sapiens), P04156. 370,000 compounds, 0.43% hits; in the data active = inhibition above about 24%; note: 0% = median of the test wells and 100% = reference compound wells
CCHFV vOTU inh: CCHFV vOTU protease inhibitors, primary screen, biochemical, Pep-AMC substrate, fluorescence; Crimean-Congo hemorrhagic fever virus L polyprotein viral ovarian tumor (vOTU) protease …; 370,000 compounds, 0.55% hits; inhibition, % at 11.5 µM; note: 0% = vehicle wells with enzyme and 100% = no enzyme wells
FBA Mtb inh: Mtb FBA enzyme inhibitors, primary screen, biochemical, fluorescence, strain H37Rv; purified M. tuberculosis FBA, fluorescence read-out; inhibition, % at 1 µM; 360,000 compounds, 2.3% hits; AID 588726, 2011; in the data active = inhibition above about 27%;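 note: 0% = vehicle and 100% = reference inhibitor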
Target sequence (P9WQA3 whole entry, looked up): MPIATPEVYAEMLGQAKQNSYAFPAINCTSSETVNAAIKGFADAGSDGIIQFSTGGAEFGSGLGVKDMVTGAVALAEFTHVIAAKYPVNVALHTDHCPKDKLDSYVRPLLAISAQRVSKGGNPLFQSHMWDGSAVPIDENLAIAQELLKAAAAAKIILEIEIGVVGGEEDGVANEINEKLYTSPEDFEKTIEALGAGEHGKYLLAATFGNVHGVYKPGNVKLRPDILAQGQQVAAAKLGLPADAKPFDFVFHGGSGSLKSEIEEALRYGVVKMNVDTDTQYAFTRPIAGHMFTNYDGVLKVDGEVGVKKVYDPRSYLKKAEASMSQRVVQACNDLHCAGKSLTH
FadD28 binding: inhibitors of FadD28 bisubstrate probe binding, primary screen, biochemical, fluorescence polarization, single point; Mycobacterium tuberculosis FadD28 fatty-acid-AMP ligase; inhibition, % at 12.5 µM; 360,000 compounds, 0.22% hits; AID 588549, 2011; in the data active = inhibition above about 8.5%, passing the limit was not always enough; inconclusive = no clear call, values can overlap the other calls
BoNT-F LC inh: BoNT/F light chain protease inhibitors, primary screen, biochemical, flow cytometry, MLPCN library. Botulinum neurotoxin type F light chain protease (Clostridium botulinum). Multiplex microsphere protease cleavage assay. inhibition, % at 10 µM. 360,000 compounds, 0.22% hits. AID 588497, 2011; in the data active = inhibition above about 35%, passing the limit was not always enough; inconclusive = no clear call, values can overlap the other calls; note: plate controls were buffer without enzyme for full effect and enzyme alone for no effect
UGM FP inh: M. tuberculosis UGM enzyme inhibitors, primary screen, biochemical, fluorescence polarization, single point; UDP-galactopyranose mutase (Mycobacterium tuberculosis (strain ATCC 25618 / H37Rv)), …; purified UGM, fluorescence polarization probe displacement; inhibition, % at 10 µM; 320,000 compounds, 0.06% hits; AID 504406, 2011; in the data active = inhibition above about 10%, passing the limit was not always enough; inconclusive = no clear call, values can overlap the other calls
Target sequence (P9WIQ1 whole entry, looked up): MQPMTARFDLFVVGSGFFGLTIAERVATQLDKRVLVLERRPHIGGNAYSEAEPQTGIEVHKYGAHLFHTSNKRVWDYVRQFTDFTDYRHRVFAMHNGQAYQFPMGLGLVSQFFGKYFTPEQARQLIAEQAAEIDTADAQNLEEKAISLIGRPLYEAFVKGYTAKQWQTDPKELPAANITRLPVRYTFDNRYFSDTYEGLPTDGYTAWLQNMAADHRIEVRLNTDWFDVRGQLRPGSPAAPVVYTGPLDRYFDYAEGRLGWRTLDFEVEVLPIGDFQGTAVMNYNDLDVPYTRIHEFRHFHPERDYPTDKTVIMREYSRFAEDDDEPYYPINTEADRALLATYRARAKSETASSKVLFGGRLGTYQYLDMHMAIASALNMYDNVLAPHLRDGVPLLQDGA
Active calls of the source: *; u = inconclusive; x = not tested or not shown. Cut-off read from the data, not from the text of the source, unless noted: active = inhibition above about 30%; inactive = the rest.

1. CCc1noc(C)c1C(=O)OCC(=O)c1ccc(NC(C)=O)cc1F
2. Cc1nc2c(C(=O)NCc3ccco3)cnn2c(C)c1Cc1ccc(F)cc1Cl
3. Cc1ccccc1NC(=O)N1CCC(NC(=O)C2CCCCC2)CC1
4. Cc1nc(N2CCOCC2)nc(N2CCCC2)c1[N+](=O)[O-]
5. Cc1ccc(-c2nn3c(-c4ccco4)nnc3c3ccccc23)cc1S(=O)(=O)NCC1CCCO1 (configuration not stated)
6. CC(C)(C)c1ccc(C(=O)OCC(=O)Nc2sc3c(c2C#N)CCC3)cc1
7. Cc1ccccc1C(=O)NNC(=O)CN1C(=O)c2ccccc2C1=O
8. O=C(COc1ccc(Cl)cc1Cl)Nc1ccccn1

assay / compound,1,2,3,4,5,6,7,8
BoNT A protease,0.1,u,0.0,0.1,-0.7,-0.2,0.1,-0.9
Mtb BioA inh,1.2,12.2,-3.0,1.0,-1.6,0.0,x,-0.9
GDH-TPI inh,17.7,5.6,-7.8,8.0,5.0,9.0,4.4,-2.9
PrPC surface inh,6.1,-5.0,1.9,-0.7,-7.4,-7.7,-5.4,1.6
CCHFV vOTU inh,-0.4,-11.6,5.5,4.3,-2.9,-14.7,-3.2,-13.6
FBA Mtb inh,4.8,25.7,-0.1,-0.3,-8.4,1.8,0.1,2.9
FadD28 binding,0.1,1.6,-0.6,0.2,-3.7,0.7,-1.3,-1.9
BoNT-F LC inh,-4.3,3.0,0.7,-3.3,-7.5,-2.2,-4.1,-8.9
UGM FP inh,-0.6,-1.1,2.1,-0.4,-1.4,x,-1.0,4.0

Fetched by compound from the list above:
2. Cc1nc2c(C(=O)NCc3ccco3)cnn2c(C)c1Cc1ccc(F)cc1Cl
3. Cc1ccccc1NC(=O)N1CCC(NC(=O)C2CCCCC2)CC1
5. Cc1ccc(-c2nn3c(-c4ccco4)nnc3c3ccccc23)cc1S(=O)(=O)NCC1CCCO1 (configuration not stated)
8. O=C(COc1ccc(Cl)cc1Cl)Nc1ccccn1

assay / compound,2,3,5,8
BoNT A protease,u,0.0,-0.7,-0.9
Mtb BioA inh,12.2,-3.0,-1.6,-0.9
GDH-TPI inh,5.6,-7.8,5.0,-2.9
PrPC surface inh,-5.0,1.9,-7.4,1.6
CCHFV vOTU inh,-11.6,5.5,-2.9,-13.6
FBA Mtb inh,25.7,-0.1,-8.4,2.9
FadD28 binding,1.6,-0.6,-3.7,-1.9
BoNT-F LC inh,3.0,0.7,-7.5,-8.9
UGM FP inh,-1.1,2.1,-1.4,4.0

More results:
9. CN(C)CC1CCCCC1OC(=O)c1ccc(S(=O)(=O)N(C)c2ccccc2)cc1 (configuration not stated)
10. Cc1nc2ccc(NC(=O)C3CCN(S(=O)(=O)c4cccs4)CC3)cc2s1
11. CCOc1ccc2c(c1)C(N(CCN1CCOCC1)C(=O)Nc1ccccc1)CC(C)(C)O2 (configuration not stated)
12. COc1nc(OC)nc(N(C)CCO)n1
13. COCCNC(=O)CN(Cc1ccccc1)C(=O)CCC(=O)Nc1nccs1
14. O=S(=O)(NC1CN2CCC1CC2)c1ccc(Cl)cc1 (configuration not stated)
15. COc1cc2c(cc1NC(=O)c1ccccc1-c1ccccc1C(=O)O)-c1ccccc1C2
16. CCOc1ccc(C(=O)NCC(=O)NC(C)c2ccc(-n3ccnc3)cc2)cc1OCC (configuration not stated)

assay / compound,9,10,11,12,13,14,15,16
BoNT A protease,0.3,0.6,0.8,0.2,0.7,-8.6,-0.1,-0.6
Mtb BioA inh,0.0,-0.2,x,-0.8,-1.4,-1.4,2.5,0.4
GDH-TPI inh,-2.3,6.4,-11.5,-5.8,6.9,-5.2,16.9,0.0
PrPC surface inh,-4.2,11.3,6.2,3.2,4.2,0.8,7.4,0.0
CCHFV vOTU inh,-9.2,-9.6,12.1,3.1,-6.4,6.7,6.8,-10.3
FBA Mtb inh,1.6,-6.8,4.6,-0.3,-1.5,4.1,4.2,-0.7
FadD28 binding,0.1,-2.7,-1.2,-2.7,-1.9,-0.2,u,-0.2
BoNT-F LC inh,-7.7,-6.4,-3.9,-5.0,-3.1,-20.4,-2.5,-0.6
UGM FP inh,0.8,-0.7,x,0.5,-5.9,1.9,x,-0.9

17. Cc1cc(C)c(S(=O)(=O)c2ccccc2Cl)c(=O)[nH]1
18. COc1ccc(CN2C(=O)c3ccccc3C2c2nnnn2C(C)C)cc1OC (configuration not stated)
19. NC(=O)c1sc2nc3c(c(-c4cccnc4)c2c1N)CCC3
20. COc1ccc(CCNC(=O)c2cnc(Cl)c(Cl)c2)cc1
21. C=CCn1c(C)cc(C(=O)CN2C(=O)NC3(CCCc4ccccc43)C2=O)c1C (configuration not stated)
22. COCCn1c(C)cc(/C=C(\C#N)C(=O)OCC(=O)Nc2ccc(S(N)(=O)=O)cc2)c1C
23. CCc1nnc(N/N=C\c2ccc(OC(C)=O)c(OC)c2)n1N
24. C=CCOc1ccccc1CN(C(=O)CCl)c1ccc2c(c1)OCO2

assay / compound,17,18,19,20,21,22,23,24
BoNT A protease,-0.5,1.7,-0.7,4.5,-0.3,1.0,-1.9,-0.3
Mtb BioA inh,0.0,x,9.8,1.3,x,-2.4,-0.5,0.8
GDH-TPI inh,10.8,x,-5.3,-13.3,3.7,17.6,5.5,1.9
PrPC surface inh,-1.7,5.3,6.0,2.5,8.8,2.3,-7.6,3.2
CCHFV vOTU inh,-5.9,5.2,-9.2,0.3,9.1,15.9,66.4*,-8.1
FBA Mtb inh,3.8,x,-1.5,0.2,2.9,-3.7,-36.9,-1.9
FadD28 binding,-0.7,x,-2.9,-1.4,0.0,-3.9,-0.3,-4.4
BoNT-F LC inh,0.6,-1.8,-3.9,-2.3,-5.5,2.8,-3.4,0.8
UGM FP inh,-2.8,x,0.3,2.2,-1.7,x,0.5,0.1

25. O=C(CSC(=S)N1CCCC1)N1CCN(S(=O)(=O)c2cccc([N+](=O)[O-])c2)CC1
26. O=C1CN=C(Nc2ccccc2Cl)N1c1ccccc1
27. CC1C/C(=N\NC(=O)c2ccc(NS(=O)(=O)c3ccc(Br)cc3)cc2)CC(C)(C)C1 (configuration not stated)
28. Cc1ccccc1N1CC(C(=O)Nc2ccncc2)CC1=O (configuration not stated)
29. COc1ccc2[nH]c3c(c2c1)CCN1C(=O)N([C@@H](C)C(=O)NC2CCN(Cc4ccccc4)CC2)C(=O)[C@]31C
30. COc1ccc(C(C(=O)NC(C)(C)C)N(CCC(C)C)C(=O)CCC(=O)Nc2cc(C)on2)cc1 (configuration not stated)
31. COc1ccc(-c2c(C)n([O-])c3c([n+]2=O)CCCC3)c(OC)c1
32. CC1CCN(CC(=O)Nc2ccc(S(=O)(=O)N3CCCCC3)cc2)CC1

assay / compound,25,26,27,28,29,30,31,32
BoNT A protease,-2.3,-0.1,-0.3,2.6,-0.9,1.8,0.0,2.6
Mtb BioA inh,0.0,0.2,x,0.3,-0.6,1.2,-0.4,-2.6
GDH-TPI inh,3.0,-9.4,13.4,-8.8,0.0,0.4,13.9,12.6
PrPC surface inh,-3.6,1.1,4.5,4.5,-9.3,-2.1,-8.8,8.2
CCHFV vOTU inh,-3.4,-9.5,11.6,-12.1,2.0,-7.7,0.2,2.0
FBA Mtb inh,1.4,-1.8,3.7,-0.3,-1.5,-4.6,2.5,-1.3
FadD28 binding,-1.1,0.6,-0.6,-3.5,-3.0,-1.6,-0.5,-3.0
BoNT-F LC inh,3.9,3.8,-0.6,-6.6,-22.0,5.9,-5.1,u
UGM FP inh,1.9,1.4,5.1,0.1,-1.6,7.3,1.0,0.5

33. CC(=O)c1c(C)[nH]c(C(=O)OCC(=O)Nc2cc(S(=O)(=O)N3CCCC3)ccc2Cl)c1C
34. CCOC(=O)N1CCN(C(=O)c2cn(CC)c3ccc(S(=O)(=O)N4CCOCC4)cc3c2=O)CC1
35. COc1cccc(-c2cccc(NC(=O)C3CCN(C4CCC4)CC3)c2)c1
36. Cc1sc(NC(=O)Cn2cnnn2)nc1-c1ccc(Cl)cc1
37. CCOC(=O)c1c(NC(=O)C2C3C=CC(CC3)C2C(=O)O)sc(C)c1C (configuration not stated)
38. COc1ccc(-c2cc(=O)oc3cc(OCC(=O)Nc4ccc(CCO)cc4)ccc23)cc1
39. O=C1c2ccccc2NC(c2ccc(Cl)cc2Cl)N1Cc1ccccc1 (configuration not stated)
40. COc1ccc(CN2C[C@@H](CO)O[C@@H](n3cnc4c(N5CCOCC5)ncnc43)C2)cc1

assay / compound,33,34,35,36,37,38,39,40
BoNT A protease,-1.9,-0.5,-1.5,-0.2,-0.1,1.3,-0.6,0.1
Mtb BioA inh,0.8,1.9,-2.3,x,x,-2.1,1.2,-0.5
GDH-TPI inh,7.5,26.1,-0.3,-8.8,4.5,4.7,-1.7,6.2
PrPC surface inh,3.1,0.8,-11.8,-5.1,5.6,3.2,-2.2,-1.8
CCHFV vOTU inh,13.6,10.4,4.0,3.6,1.3,-6.0,-1.8,-2.2
FBA Mtb inh,-1.1,-0.8,-1.1,-0.9,-1.2,-1.9,24.4,1.9
FadD28 binding,-0.3,0.1,-2.3,-4.0,1.2,-1.4,-5.1,0.0
BoNT-F LC inh,-9.8,-2.9,-2.3,-0.5,-9.1,2.1,-13.5,-4.6
UGM FP inh,-2.4,1.0,1.0,1.5,0.4,1.5,0.9,x

41. Cc1ccc(S(=O)(=O)Cn2nnnc2C(c2ccccn2)N2CCN(c3ccccc3)CC2)cc1 (configuration not stated)
42. CC(=O)CSc1nnc(CN2C(=O)CSc3ccc(C(F)(F)F)cc32)n1C
43. CCOC(=O)Cc1csc(NC(=O)CCN2C(=O)c3ccccc3C2=O)n1
44. CCOc1ccc(/C=C2\SC(=S)N(CC(=O)N(CCO)C(C)(C)C)C2=O)cc1
45. CC(C)(C)c1ccc(C(=O)c2c[nH]c(C(=O)NCCc3ccccn3)c2)cc1
46. O=C(C1CCCN1S(=O)(=O)c1cccc2nsnc12)N1CCCCC1 (configuration not stated)
47. CCCCc1ccc(NC(=O)Nc2cc(C)nn2C)cc1
48. COC(=O)CN1C(=O)Nc2ccc(Br)cc2C1c1ccccc1 (configuration not stated)

assay / compound,41,42,43,44,45,46,47,48
BoNT A protease,-0.9,0.1,-0.8,0.7,-0.2,-1.3,1.5,-0.5
Mtb BioA inh,-0.2,x,-0.4,x,x,0.0,1.2,4.0
GDH-TPI inh,3.7,-1.6,7.2,6.4,0.6,-2.4,0.3,14.3
PrPC surface inh,-2.9,6.6,5.3,-1.8,4.0,-21.0,x,-2.9
CCHFV vOTU inh,14.3,3.6,-4.5,-0.4,-4.5,-5.1,x,5.2
FBA Mtb inh,0.4,0.1,4.6,-4.7,2.9,-1.8,0.8,0.3
FadD28 binding,2.1,-0.7,-1.1,0.2,-4.3,x,1.6,-3.9
BoNT-F LC inh,-11.4,1.9,0.4,2.2,-14.5,0.2,-0.6,1.5
UGM FP inh,-1.4,0.7,-0.2,-2.2,-0.9,-0.9,-2.5,1.1

49. CCCCCCSc1cc(-c2nc3cnccn3c2NCCCC)ccc1OC
50. CCCCCCSc1nsc(N)n1
51. CCCCN1C(=O)C(CC(=O)NC(c2ccccc2)c2ccccc2)CC(C(=O)N(CC)CC)=C1C (configuration not stated)
52. Oc1cccc(/C=N/Nc2ccc(Cl)nn2)c1O

assay / compound,49,50,51,52
BoNT A protease,-0.6,-0.7,-0.4,0.3
Mtb BioA inh,-0.7,0.6,-1.8,-3.2
GDH-TPI inh,12.1,11.0,9.9,11.8
PrPC surface inh,x,2.2,-2.0,-0.5
CCHFV vOTU inh,x,-8.8,3.1,16.5
FBA Mtb inh,15.0,2.0,0.0,0.5
FadD28 binding,-3.7,-1.2,-0.8,2.3
BoNT-F LC inh,-8.9,1.8,-0.1,-12.6
UGM FP inh,0.6,1.8,x,-0.5

Bioassay records deposited in PubChem BioAssay by several laboratories.
